Tb PGK inh: qHTS Assay to Find Inhibitors of Phosphoglycerate Kinase | PGK/GAPDH coupled, Kinase-Glo luminescence, 60 min | 380,000 tested, 0.043% active | Potency, µM (highest dose often 57.5 µM), for inactives: at the top dose activity change, negative = inhibition, actives largely listed as inhibitors | Phosphoglycerate kinase, glycosomal (Trypanosoma brucei brucei), P07378; note: potency is the fitted concentration of half-maximal effect; % is set by controls: 0 for no effect and ±100 for the full control effect; nearly all actives have a fitted effect of over 60% in size
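Recombinant glycosomal PGK reaction used 1,3-bisphosphoglycerate generated in-well by GAPDH (100nM final) in 100mM TEA pH 7.6, 5mM MgCl2, 0.01% Tween-20. After 60 minutes at room temperature, ATP was read by Kinase-Glo Plus luminescence end-point.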
TrxR1 substrate: qHTS Assay for Substrates of Mammalian Selenoprotein Thioredoxin Reductase 1 (TrxR1): qHTS | Thioredoxin reductase 1, cytoplasmic (Rattus norvegicus), O89049 | purified TrxR1 substrate turnover, NADPH consumption readout | Potency, µM (top dose mostly 114 µM), inactives show at the top dose activity change, negative = substrate turnover | 390,000 tested, 0.01% active | AID 588456, 2011; note: potency is the fitted concentration of half-maximal effect; % is set by controls: 0 for no effect and ±100 for the full control effect; nearly all actives have a fitted effect of over 50% in size
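Rat TrxR1, dispensed at 90 nM, was prereduced with 400 uM NADPH (final) for 5 min at ~22 deg C, then incubated with compound 15 min before 400 uM selenite. A first-read NADPH fluorescence drop versus no-compound background flagged substrates.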
IDH1 R132H inh: qHTS for Inhibitors of mutant isocitrate dehydrogenase 1 (IDH1): qHTS; IDH1-R132H enzyme, NADPH consumption, diaphorase/resazurin fluorescence; AID 602179, 2012; 390,000 tested, 0.093% active; Isocitrate dehydrogenase [NADP] cytoplasmic (Homo sapiens), O75874; Potency, µM (doses to about 76.6 µM), for the others: at the highest dose activity change, negative = inhibition, actives largely listed as inhibitors; note: potency is the fitted concentration of half-maximal effect; % is set by controls: 0 for no effect and ±100 for the full control effect; nearly all actives have a fitted effect of over 65% in size
Target sequence (O75874 whole entry R132H, stated change not applied): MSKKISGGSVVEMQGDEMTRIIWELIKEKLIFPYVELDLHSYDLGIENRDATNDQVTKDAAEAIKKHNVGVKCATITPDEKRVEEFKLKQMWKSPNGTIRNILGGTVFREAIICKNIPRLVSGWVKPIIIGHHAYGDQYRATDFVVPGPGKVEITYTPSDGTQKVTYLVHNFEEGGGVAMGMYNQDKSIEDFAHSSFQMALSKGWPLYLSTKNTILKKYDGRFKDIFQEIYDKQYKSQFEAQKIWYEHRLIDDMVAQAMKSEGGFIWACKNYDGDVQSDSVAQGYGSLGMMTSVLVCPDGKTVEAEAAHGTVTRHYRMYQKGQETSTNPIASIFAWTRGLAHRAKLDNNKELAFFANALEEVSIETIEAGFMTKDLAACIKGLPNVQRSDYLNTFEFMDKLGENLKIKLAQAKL
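IDH1-R132H (0.5 ug/mL dispensed) in pH 7.5 Tris buffer was preincubated 30 min with compound, then given a substrate mix of 0.016 mM NADPH and 2 mM alpha-KG for 80 min at room temperature; remaining NADPH was read by diaphorase/resazurin fluorescence.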
PI4K2A inh: qHTS for small molecular inhibitors of PI4K2A. purified PI4K2A, ADP-Glo luminescence, 1 h; hits give low values. activity change, negative = inhibition, % at 76.9 µM. 420,000 tested, 0.13% active; in the data active = activity change below about -50%; inconclusive = mostly about -30% to -49%;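 note: -100% = wells without enzyme as full effect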
Target sequence (Q9BTU6 whole entry, looked up): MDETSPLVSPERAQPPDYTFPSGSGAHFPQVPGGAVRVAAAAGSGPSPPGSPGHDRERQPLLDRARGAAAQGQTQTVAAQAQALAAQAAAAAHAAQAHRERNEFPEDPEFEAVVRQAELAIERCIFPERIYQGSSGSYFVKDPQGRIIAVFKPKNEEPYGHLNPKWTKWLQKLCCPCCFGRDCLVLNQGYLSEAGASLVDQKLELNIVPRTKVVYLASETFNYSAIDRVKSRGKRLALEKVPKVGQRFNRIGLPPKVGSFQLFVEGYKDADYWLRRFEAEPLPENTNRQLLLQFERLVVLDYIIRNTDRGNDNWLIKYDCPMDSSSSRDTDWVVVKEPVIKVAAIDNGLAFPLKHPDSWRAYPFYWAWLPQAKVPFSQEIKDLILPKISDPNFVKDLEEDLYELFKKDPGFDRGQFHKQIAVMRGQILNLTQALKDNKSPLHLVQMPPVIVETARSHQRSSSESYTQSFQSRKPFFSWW
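ADP-Glo luminescence measured ADP generated by PI4K2A enzyme (4 ug/mL before mixing) with 1.2 mM PI substrate (pre-mix) and 300 microM ATP (pre-mix). Tris pH7.5 buffer with MgCl2, Triton X-100; 1 h reaction at ambient temperature.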
HP1b binding inh: HTS for Inhibitors of HP1-beta Chromodomain Interactions with Methylated Histone Tails; AlphaScreen HP1-beta / biotin-H3K9me3 peptide binding; 390,000 tested, 0.56% active; AID 540317, 2011; Potency, µM (highest dose often 114 µM), without a hit: at the highest dose activity change, negative = inhibition, hits mostly inhibitors; note: potency is the fitted concentration of half-maximal effect; nearly all actives have a fitted effect of over 70% in size; inactives centre near 23
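Compound inhibition of the preformed complex between 50 nM HP1-beta and 50 nM biotinylated H3K9me3 peptide was read by AlphaScreen. Buffer was PBS pH 7.4 with 0.01% Tween-20. Incubations ran 30 min at room temperature, with 10 ug/mL donor/acceptor beads.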
USP1-UAF1 inh: Inhibitors of USP1/UAF1: Primary Screen; Ubiquitin carboxyl-terminal hydrolase 1 (Homo sapiens), O94782; recombinant USP1/UAF1, Ub-Rhodamine cleavage fluorescence; Potency, µM (top dose mostly 57.1 µM), for inactives: top-dose activity change, negative = inhibition, actives largely listed as inhibitors; 390,000 tested, 0.23% active; AID 743255, 2014; note: potency is the fitted concentration of half-maximal effect; % is set by controls: 0 for no effect and ±100 for the full control effect; nearly all actives have a fitted effect of over 60% in size; inactives centre near -12
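In this screen, compounds sit with the deubiquitinase complex (1nM) for 15 min at room temperature before Ub-Rho is added at 150nM final. Fluorescence rise is then followed for 6 reads every 60 seconds.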
rTrxR1 inhibitor: qHTS Assay for Inhibitors of Mammalian Selenoprotein Thioredoxin Reductase 1 (TrxR1): qHTS; 390,000 tested, 1% active; AID 588453, 2011; Thioredoxin reductase 1, cytoplasmic (Rattus norvegicus), O89049; Potency, µM (series often up to 114 µM), without a hit: top-dose activity change, negative = inhibition, most hits filed as inhibitors; recombinant rTrxR1, NADPH fluorescence consumption, selenite substrate; note: potency is the fitted concentration of half-maximal effect; % is set by controls: 0 for no effect and ±100 for the full control effect; nearly all actives have a fitted effect of over 65% in size
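Rat TrxR1 (90 nM in the dispensed reagent) was pre-reduced with 400 uM NADPH for 5 min at room temperature, then incubated with compound for 15 min. After 400 uM selenite was added, NADPH fluorescence (Ex 340/Em 450 nm) was followed for 8 min.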
GLS inh: qHTS for Inhibitors of Glutaminase (GLS). Glutaminase kidney isoform, mitochondrial (Homo sapiens), O94925. GLS enzymatic activity, qHTS titration. Potency, µM (highest dose often 45.5 µM), without a hit: at the highest dose activity change, negative = inhibition, most hits filed as inhibitors. 410,000 tested, 0.21% active. AID 624170, 2012; note: potency is the fitted concentration of half-maximal effect; % is set by controls: 0 for no effect and ±100 for the full control effect
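Enzyme dispensed in phosphate buffer (45 mM, pH 8.2, 0.02% Tween-20), compounds pinned in, then 1 mM L-glutamine solution and the glutamate oxidase–HRP–Amplex Red mix added; fluorescence read immediately and again after 30 min at room temperature.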
Pin1 inhibitor: qHTS Assay to Find Inhibitors of Pin1 | Potency, µM (top dose mostly 115 µM), without a hit: at the top dose activity, negative = inhibition, usual class: inhibitors | 390,000 tested, 0.009% active | Peptidyl-prolyl cis-trans isomerase NIMA-interacting 1 (Homo sapiens), Q13526 | Pin1 FP peptide displacement, HiFluor488, 10 min | AID 504891, 2011; active = well fitted inhibition curve with a large enough effect in the polarisation, with a control signal flat, not every such curve was filed as active; inconclusive = small, poorly fitted or top-dose-only effect, or effect the other way, or a change in a side signal; inactive = no such curve, though single readings can be large or run the other way; the % refers to the polarisation; note: potency is the fitted concentration of half-maximal effect; % is set by controls: 0 for no effect and ±100 for the full control effect
Target sequence (Q13526 whole entry, looked up): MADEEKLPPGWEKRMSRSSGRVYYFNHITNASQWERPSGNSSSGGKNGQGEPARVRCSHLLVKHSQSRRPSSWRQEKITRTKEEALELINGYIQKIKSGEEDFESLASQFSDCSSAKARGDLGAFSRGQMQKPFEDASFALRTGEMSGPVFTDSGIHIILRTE
Starred values were filed as active, the others as inactive; i = inactive; ? = inconclusive; nt = no result given; [ ] = remark or other dose. Unless noted, calls come from the whole dose curve; as a rule, active = well fitted curve in the direction sought with a large enough effect; inconclusive = small, poorly fitted or top-dose-only effect, or another doubt; inactive = no such curve, though single readings can be large; an effect the other way counts as inactive or inconclusive. Only part of the results is shown; count on the stated rates, not on these rows.

SMILES | Tb PGK inh | TrxR1 substrate | IDH1 R132H inh | PI4K2A inh | HP1b binding inh | USP1-UAF1 inh | rTrxR1 inhibitor | GLS inh | Pin1 inhibitor
Fc1ccc(N=Cc2ccc[nH]2)cc1 | i | 3.9% | 1.4% | 6.1 | 6.0% | ? | 4.1% | 3.7% | -5.5%
CCOc1ccccc1NC(=O)CSc1ncc(S(=O)(=O)c2ccc(C(C)(C)C)cc2)c(=O)[nH]1 | -6.1% | -4.3% | -28.6% | 1.1 | 15.9% | ? | -0.8% | 3.7% | nt
Cc1cc(=O)oc2cc(OCC3CC(c4ccc(Cl)cc4)=NO3)ccc12 (centres undefined) | i | 52.0%[activator] | 6.2% | -0.2 | 45.3%[activator] | -15.5% | 19.5% | -2.6% | 26.1%
CC(C)C(=O)NC(NC(=S)Nc1ccc(S(N)(=O)=O)cc1)C(Cl)(Cl)Cl (centres undefined) | -0.4% | -8.4% | 4.7% | 0.3 | 22.1% | 0.7% | ? | 10.4% | -3.0%
CCn1cc(C(=O)OCC(=O)N2C(C)CCCC2C)c(=O)c2ccc(C)nc21 (centres undefined) | i | 9.3%[57.1 µM] | 5.6% | 6.1 | 4.5% | -6.9% | 9.5%[57.1 µM] | 3.7% | -13.1%
CCSc1nc(N2CCOCC2)c2c(c1C#N)CC(C)(C)N(C)C2 | 2.5% | 9.8%[57.1 µM] | 0.6% | 7.2 | 0.9% | -9.9% | 11.6%[57.1 µM] | 7.9% | -1.8%
COc1ccc([N+](=O)[O-])cc1NS(=O)(=O)Cc1ccccc1 | -3.3% | -4.1% | -0.9% | 0.6 | 25.3% | -21.0% | 4.4% | -0.3% | 2.5%
Cc1ccccc1Nc1nnc(SCc2cc([N+](=O)[O-])cc3c2OCOC3)s1 | 11.2% | 3.4%[57.1 µM] | 10.5% | 11.4 | -12.5% | -14.9% | -4.0%[57.1 µM] | -0.2% | 3.1%
CC(C)(Cc1ccccc1)NC(=O)C(=O)c1cn(CC(=O)N2CCOCC2)c2ccccc12 | -3.3% | -13.7% | 7.8% | -7.1 | 21.4% | -21.4% | -9.6% | 0.4% | 22.1%
COc1ccccc1C(=O)N1CC2(C)CC1CC(C)(C)C2 (centres undefined) | -3.5% | 3.6% | 2.8% | -6.6 | 22.0% | -4.7% | 17.3%[57.1 µM] | 0.4% | 3.5%
CCc1ccc(N(C(=O)c2csnn2)C(C(=O)NC(C)(C)CC)c2ccccn2)cc1 (centres undefined) | -6.0% | 2.6% | 2.7% | -1.4 | 19.9% | -7.1% | 11.2% | -1.1% | 1.8%
Cn1c(Cn2c(=O)sc3ccccc32)nnc1SCc1ccccn1 | -5.1% | -1.4% | 6.3% | 5.5 | 36.8% | -3.3% | 22.2% | 3.5% | 5.0%
COc1cc(CNCCSc2nnnn2C)ccc1OCc1ccccc1C | -2.7% | 6.3% | 5.5% | 2.1 | 16.3% | -22.9% | 14.7% | 7.6% | 3.2%
Cc1cccc(C(=O)NC2CCN(C(=O)Nc3ccc(F)cc3)CC2)c1 | i | 1.9% | 0.0% | -1.7 | -4.9% | -17.3% | -13.7% | 1.3% | 3.7%
CC(C)C1C(=O)N(Cc2cn(CCC3OCCCO3)nn2)CCS(=O)(=O)N1Cc1ccc(-c2ccc(F)nc2)cc1 (centres undefined) | -3.3% | nt | 16.5% | -3.4 | nt | -7.3% | nt | -26.6% | nt
CC(=O)N1c2ccc(S(=O)(=O)NCC3CCC(C(=O)Nc4ccccc4C)CC3)cc2CC1C (centres undefined) | -3.4% | -2.3% | 8.2% | 3.2 | -0.1% | -13.5% | 4.6% | -9.6% | ?
Cc1cc(O)c(C=O)c2c1C(=O)Oc1c(CO)c(O)c3c(c1O2)C(O)OC3=O (centres undefined) | ? | -6.9% | -12.7% | -84.8* | ? | ? | 50.1µM* | -21.8% | 3.16µM*
CC(C)CCNC(=O)c1ccc2c(c1)nc1n2CCCCC1 | -2.6% | 6.1%[57.1 µM] | -1.0% | -4.5 | 33.2%[57 µM] | -10.3% | 18.2%[57.1 µM] | 1.7% | -0.9%
Cc1cccc(N2C(=S)N=C(Nc3c(C)cccc3C)C23CCOC(C)(C)C3)c1 (centres undefined) | -1.8% | -8.3% | -1.9% | 3.7 | 55.7%[activator] | -3.0% | -8.3% | -2.8% | -0.1%
O=C(COC(=O)/C=C/c1ccccc1[N+](=O)[O-])NNC(=O)c1ccc(F)cc1 | -0.4% | -3.4% | -1.9% | -0.8 | 16.8% | -19.1% | 2.0% | 10.8% | -5.1%
COc1ccc(-c2oc3ccccc3c2C(=O)OCc2ccccc2OC)cc1 | i | 47.3%[activator] | 4.5% | 1.9 | 213.7%[activator] | -30.0% | -20.8% | -10.8% | 1.6%
Cc1ccc(NC(=O)CSc2nc3ccc(NC(=O)CCc4ccccc4)cc3s2)cc1 | -0.3% | 2.3% | -8.9% | -3.3 | 50.9%[activator] | -17.6% | 25.4% | 5.5% | -11.3%
CC(=O)c1nn(-c2ccc(Br)cc2)cc1C(=O)c1ccccc1 | i | 4.1%[57.1 µM] | 15.7% | 2.5 | 14.0% | 6.0% | 10.5%[57.1 µM] | 10.5% | 1.0%
COc1ccc(NC(=O)CSc2nnc(-c3cccs3)n2Cc2ccco2)cc1OC | -0.5% | -0.8% | -0.5% | -5.0 | -9.9% | 0.2% | -23.4% | -4.1% | -7.1%
Nc1nncn1C(=O)CCCN1C(=O)c2ccccc2C1=O | -3.1% | -8.7% | -1.6% | 1.7 | 47.4%[activator] | -2.0% | -14.4% | -2.7% | 7.3%
CCc1ccc(OCCOCC(O)CNC2CCCC2)cc1 (centres undefined) | 1.8% | -1.9%[57.1 µM] | 3.7% | 2.3 | 17.5% | -12.4% | 8.2%[57.1 µM] | 0.0% | -1.3%
CCOC(=O)CSc1ccc(S(=O)(=O)N(C)C2CCCCC2)cc1[N+](=O)[O-] | -6.6% | -3.0%[57.1 µM] | 2.7% | -2.8 | -20.0% | 3.0% | 14.1% | -5.9% | 7.6%
O=c1c2ccccc2ncn1-c1ccc([N+](=O)[O-])cc1[N+](=O)[O-] | 1.1% | -2.1% | 0.3% | 0.9 | 13.0% | -10.6% | 30.9% | 2.8% | 2.9%
c1ccc(-c2nc(NCC3CCCO3)c3oc4ccccc4c3n2)cc1 (centres undefined) | -0.3% | 7.4% | 0.7% | 2.1 | 44.2%[activator] | -23.8% | 16.3% | 5.1% | 9.1%
Cc1ccccc1CS(=O)(=O)c1nnc([C@H](Cc2ccccc2)NC(=O)OC(C)(C)C)o1 | -3.0% | -0.2% | -5.1% | 74.1 | 31.9% | -11.0% | 0.631µM* | -7.3% | 1.4%
CC(c1ccc(F)cc1)n1c(Cn2ncc3ccccc3c2=O)n[nH]c1=S (centres undefined) | -4.8% | 7.5% | -6.9% | -1.5 | 10.4% | -8.7% | -3.0%[57.1 µM] | 0.0% | -0.2%
O=C(Nc1ccccc1C(=O)NCc1ccco1)NC1CCCCC1 | -0.1% | 4.9%[57.1 µM] | 6.2% | 16.1 | 11.5% | -0.8% | 8.4%[57.1 µM] | -17.5% | 0.4%
CC(=O)NCCC(=O)Nc1ccc(F)cc1C | -7.4% | 4.9%[57.1 µM] | 0.7% | 6.6 | 23.9% | 4.5% | 11.5%[57.1 µM] | 0.6% | 1.7%
COc1ccc(OC)c(NC(=O)C2C3CCC(C3=C(C)C)C2C(=O)O)c1 (centres undefined) | i | 6.7%[57.1 µM] | 2.6% | -2.4 | 5.6% | -5.0% | 10.8%[57.1 µM] | 91.0%[activator] | -6.4%
Cc1cc2n(n1)C(c1sccc1C)Nc1c(C)cccc1-2 (centres undefined) | 2.4% | 5.6% | 11.2% | -2.8 | 96.3%[activator] | -16.9% | -20.8% | 2.9% | -3.4%
Cn1c(=O)c2c(ncn2CC(=O)N/N=C/C(Br)=C/c2ccccc2)n(C)c1=O | -7.8% | -3.1% | -4.9% | 3.3 | 12.6% | -17.3% | -5.6% | -3.1% | 5.6%
CNc1ccc(-c2nc(-c3ccncc3)no2)cc1[N+](=O)[O-] | i | 0.0% | 0.0% | -1.7 | 52.8%[activator] | -17.4% | 19.4% | 3.4% | -1.1%
CN1CCc2c(sc3c2C(=O)NC(c2ccc4c(c2)OCO4)N3)C1 (centres undefined) | -1.3% | 5.9%[57.1 µM] | 6.9% | -4.5 | 7.6% | -14.8% | 3.7%[57.1 µM] | 26.5% | -5.0%
COc1cc(NC(=O)COC(=O)CCOc2ccc(C)cc2)cc(OC)c1 | -2.2% | -8.4% | 7.2% | -0.4 | 44.0%[activator] | -19.8% | -4.5% | -1.0% | -0.7%
